# BoNT F protease: inhibitors of Botulinum neurotoxin F light chain protease; Multiplex microsphere protease cleavage assay, flow cytometry; inhibition, % at 10 µM; 0.22% of 360,000 active; in the data active means inhibition above about 35%, passing the limit was not always enough; inconclusive means no clear call, values can overlap the other calls; further: plate controls were buffer without enzyme for full effect and enzyme alone for no effect
# UGM FP inh: blocks M. tuberculosis UGM enzyme; inhibition, % at 10 µM; 0.06% of 320,000 active; AID 504406; P9WIQ1; purified UGM, fluorescence polarization probe displacement; in the data active means inhibition above about 10%, passing the limit was not always enough; inconclusive means no clear call, values can overlap the other calls
# DUSP3 inh: inhibitors of human VHR1 phosphatase (DUSP3); AID 1654; inhibition, % at 13.3 µM; P51452; 0.52% of 290,000 active; recombinant VHR phosphatase, pNPP absorbance; in the data active means inhibition above about 50%; further: some compounds called inactive have numbers as strong as hits
# Target sequence (P51452 whole entry, looked up): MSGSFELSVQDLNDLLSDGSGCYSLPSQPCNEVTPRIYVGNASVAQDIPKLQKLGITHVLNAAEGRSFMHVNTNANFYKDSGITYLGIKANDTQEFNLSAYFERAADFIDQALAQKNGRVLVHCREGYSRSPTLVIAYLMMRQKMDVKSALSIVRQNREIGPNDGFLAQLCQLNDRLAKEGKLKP
# Rv3671c protease: inhibitors of M. tuberculosis serine protease Rv3671c; P9WHR9; 0.048% of 320,000 active; inhibition, % at 5.96 µM; AID 2606; in the data active means inhibition above about 38%;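 further: extracellular domain of Rv3671c used as enzyme; 0% = enzyme with DMSO and 100% = no enzyme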
# Target sequence (P9WHR9 whole entry, looked up, the tested form may be a part): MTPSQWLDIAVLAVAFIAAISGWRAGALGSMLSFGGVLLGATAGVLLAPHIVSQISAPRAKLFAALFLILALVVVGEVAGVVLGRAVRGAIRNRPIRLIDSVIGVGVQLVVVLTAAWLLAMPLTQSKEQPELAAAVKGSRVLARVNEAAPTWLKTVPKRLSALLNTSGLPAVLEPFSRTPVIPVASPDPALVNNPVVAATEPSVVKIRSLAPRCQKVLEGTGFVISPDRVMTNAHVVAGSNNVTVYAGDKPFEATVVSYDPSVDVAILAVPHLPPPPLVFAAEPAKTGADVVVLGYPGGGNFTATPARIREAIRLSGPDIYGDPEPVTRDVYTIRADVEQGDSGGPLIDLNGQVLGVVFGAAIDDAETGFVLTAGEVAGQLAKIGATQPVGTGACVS
# BioA inh: blocks M. tuberculosis BioA enzyme activity. AID 602481. inhibition, % at 9.99 µM. purified M. tuberculosis BioA enzyme, plate reader. 0.096% of 360,000 active; in the data active means inhibition above about 40%; inconclusive means no clear call, values can overlap the other calls
# CCHFV vOTU inh: CCHFV vOTU protease inhibition; Pep-AMC fluorescence; inhibition, % at 11.5 µM; 0.55% of 370,000 active; further: 0% = vehicle wells with enzyme and 100% = no enzyme wells
# Mtb FBA inh: inhibits M. tuberculosis FBA enzyme; 2.3% of 360,000 active; inhibition, % at 1 µM; P9WQA3; purified M. tuberculosis FBA, fluorescence read-out; in the data active means inhibition above about 27%;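 further: 0% = vehicle and 100% = reference inhibitor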
# MazF activator: activators of E. coli MazEF toxin-antitoxin RNase; activation, % at 20 µM; P0AE70; AID 504720; 0.32% of 350,000 active; FAM/BHQ RNA-DNA oligo cleavage fluorescence, 5 h; in the data active means activation above about 50%
# Target sequence (P0AE70 whole entry, looked up): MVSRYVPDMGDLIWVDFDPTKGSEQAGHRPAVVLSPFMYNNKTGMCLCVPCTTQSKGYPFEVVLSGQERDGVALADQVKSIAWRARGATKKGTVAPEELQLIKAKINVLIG
# GDH-TPI inh: counter-screen for M. tuberculosis FBA inhibitors: GDH-TPI coupled enzymes. 1.2% of 360,000 active. GDH-TPI coupled enzyme counterscreen, NADH absorbance. inhibition, % at 4.8 µM;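 further: 0% = DMSO wells and 100% = wells lacking the enzyme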
# FadD28 FP inh: blocks FadD28 binding to the bisubstrate probe; fluorescence polarization; inhibition, % at 12.5 µM; 0.22% of 360,000 active; AID 588549; in the data active means inhibition above about 8.5%, passing the limit was not always enough; inconclusive means no clear call, values can overlap the other calls
# Starred values were filed as active, the others as inactive; ? = inconclusive; / = no result given. Unless noted, no stated cut-off is given here; in the data, active means inhibition above about 30%; inactive means the rest. Compounds as they come; 4.9% or so of the library scored in one or more.
SMILES,BoNT F protease,UGM FP inh,DUSP3 inh,Rv3671c protease,BioA inh,CCHFV vOTU inh,Mtb FBA inh,MazF activator,GDH-TPI inh,FadD28 FP inh
CCCCc1nc(SCC(=O)Nc2nnc(C(C)C)s2)n[nH]1,5.2,0.3,-9.5,-2.3,-0.2,-5.2,-1.1,0.6,4.6,-3.6
CC(C)(Oc1ccc(Cl)cc1)C(=O)NCCCn1ccnc1,-9.5,-0.1,11.8,-0.7,-0.1,-10.2,0.5,7.9,-4.1,-0.9
COc1cc2cc(C(=O)N3CCN(c4ccccc4OC)CC3)[nH]c2cc1OC,6.3,-2.0,30.7,/,-0.4,10.4,8.1,13.0,17.2,-0.6
O=C(O)c1ccc(NS(=O)(=O)c2cccc(S(=O)(=O)c3ccc(Cl)c(Cl)c3)c2)cc1,-9.8,2.7,24.8,2.4,/,/,/,4.1,/,/
O=C(/C=C/c1ccccc1)CCN1CCCCC1,-6.9,/,/,/,-1.5,7.0,2.4,2.7,19.4,0.0
CCN(CC)S(=O)(=O)c1cc(NC(=O)Cc2ccc(S(=O)(=O)N3CCOCC3)s2)ccc1Cl,18.0,/,/,/,-0.7,16.4,1.8,-0.2,-9.3,-0.4
O=C(Nc1cccnc1)C1Cc2c(-c3cccc(F)c3)ccnc2O1 (configuration not stated),-3.3,/,/,/,4.8,1.2,-2.4,/,4.4,-1.4
C[C@H](CO)N1C[C@H](C)[C@@H](CN(C)S(=O)(=O)c2ccccc2)Oc2ccc(NS(=O)(=O)c3ccc(F)cc3)cc2C1=O,-3.6,-3.5,/,-1.1,-0.5,7.5,-1.0,4.4,-4.8,0.7
CC1CC(C)(C)N(C(=O)CN2C(=O)c3ccccc3C2=O)c2ccccc21 (configuration not stated),-7.3,-0.8,22.3,-1.4,-0.9,-2.5,1.2,0.2,-4.6,-0.7
CC(CCc1ccccc1)NC(=O)c1ccc(NC(=O)c2cccc(Br)c2)cc1 (configuration not stated),-5.3,-0.1,28.6,-20.3,2.2,11.1,0.6,25.4,10.4,-2.8
O=C1CNC(=O)/C(=C/c2ccco2)N1,-0.3,1.3,5.8,0.4,-0.7,17.3,0.6,-5.4,7.9,-0.5
CCOc1ccc(/C=C/c2[nH]c(=O)[nH]c(=O)c2[N+](=O)[O-])cc1,-11.4,0.3,-0.5,-0.3,-0.6,5.9,0.2,2.4,15.4,-3.7
O=C1NCC(Nc2ccc(Br)cc2)C(=O)N1 (configuration not stated),1.4,/,/,/,-1.8,5.9,-2.4,0.6,-2.6,-4.4
C=CCNC(=O)c1cccc(Br)c1,-3.9,-1.2,-9.6,9.5,-1.5,-6.0,-1.7,-0.7,-3.9,-2.4
O=C(CSc1nnc(-c2ccccc2)c(-c2ccccc2)n1)N1CCc2ccccc21,6.1,-5.9,19.9,2.4,-0.6,-3.6,-0.6,-10.4,13.7,-4.0
O=C(COc1ccc(S(=O)(=O)N2CCCC2)cc1Cl)Nc1ccc2c(c1)OCO2,10.3,0.2,16.9,-3.3,-1.2,-9.8,4.3,-4.3,16.7,-3.2
N=c1ccn(Cc2ccc(Cl)cc2Cl)cc1,0.4,/,-8.1,0.8,/,4.7,-5.7,0.2,5.4,-4.2
CC(=NNc1ccc([N+](=O)[O-])cn1)c1ccc(N)cc1,-18.1,/,/,/,1.4,7.5,-6.0,5.8,28.2,-1.3
COc1ccc(C)c(-n2c(=O)n(Cc3ccccc3)c(=O)c3[nH]cnc32)c1,/,-2.5,24.9,0.8,-1.0,1.0,0.6,-4.9,3.5,-1.9
O=C(N/N=C/C=C/c1ccco1)c1cnccn1,0.8,1.6,1.7,-11.7,2.9,22.9,-3.5,6.1,16.2,2.4
Cc1nc(-c2ccc(S(=O)(=O)NCc3cccnc3)s2)cs1,0.4,2.1,8.4,5.3,2.9,-1.4,2.2,-1.6,-6.6,-3.2
O=C(CC1CCCCC1)N1CCC(c2nc(-c3ccc(S(=O)(=O)N4CCCC4)cc3)no2)CC1,-3.0,0.3,3.8,-8.3,0.6,-7.8,2.1,-5.3,7.4,1.4
CNC(=O)Oc1ccc(-c2cn3cc(C)ccc3n2)cc1,24.6,0.4,1.7,4.7,/,-19.4,46.7*,-10.1,13.2,-1.6
CC(OC(=O)Cc1n[nH]c(=O)c2ccccc12)C(=O)Nc1ccccc1[N+](=O)[O-] (configuration not stated),0.2,-0.4,0.9,-1.1,2.4,-5.3,2.1,6.0,-1.8,-0.9
CCSc1nsc(NC(=O)Nc2ccccc2OC)n1,?,0.1,-1.9,1.4,0.4,12.7,-1.8,10.3,3.9,1.5
Cc1nc2cc(NC(=O)Nc3cccc4ccccc34)ccc2n1C,-1.7,3.2,18.2,-10.3,/,-7.4,3.0,-1.5,-6.6,-2.5
O=C(C[n+]1ccc2ccccc2c1)Nc1cc(C(F)(F)F)ccc1Cl,-5.7,-1.4,37.3,-11.8,0.3,4.3,6.7,-7.8,4.4,-1.6
COc1cc(Cl)c(S(=O)(=O)N2CCN(Cc3ccc4c(c3)OCO4)CC2)cc1Cl,-6.5,3.4,-9.7,-13.4,-0.3,0.8,-2.4,-3.5,-2.0,-6.7

# Sorted by length of the SMILES (low to high): some entries from above
SMILES,BoNT F protease,UGM FP inh,DUSP3 inh,Rv3671c protease,BioA inh,CCHFV vOTU inh,Mtb FBA inh,MazF activator,GDH-TPI inh,FadD28 FP inh
C=CCNC(=O)c1cccc(Br)c1,-3.9,-1.2,-9.6,9.5,-1.5,-6.0,-1.7,-0.7,-3.9,-2.4
O=C1CNC(=O)/C(=C/c2ccco2)N1,-0.3,1.3,5.8,0.4,-0.7,17.3,0.6,-5.4,7.9,-0.5
O=C(/C=C/c1ccccc1)CCN1CCCCC1,-6.9,/,/,/,-1.5,7.0,2.4,2.7,19.4,0.0
O=C(N/N=C/C=C/c1ccco1)c1cnccn1,0.8,1.6,1.7,-11.7,2.9,22.9,-3.5,6.1,16.2,2.4
CNC(=O)Oc1ccc(-c2cn3cc(C)ccc3n2)cc1,24.6,0.4,1.7,4.7,/,-19.4,46.7*,-10.1,13.2,-1.6
O=C(Nc1cccnc1)C1Cc2c(-c3cccc(F)c3)ccnc2O1 (configuration not stated),-3.3,/,/,/,4.8,1.2,-2.4,/,4.4,-1.4
O=C(C[n+]1ccc2ccccc2c1)Nc1cc(C(F)(F)F)ccc1Cl,-5.7,-1.4,37.3,-11.8,0.3,4.3,6.7,-7.8,4.4,-1.6
CC1CC(C)(C)N(C(=O)CN2C(=O)c3ccccc3C2=O)c2ccccc21 (configuration not stated),-7.3,-0.8,22.3,-1.4,-0.9,-2.5,1.2,0.2,-4.6,-0.7
COc1ccc(C)c(-n2c(=O)n(Cc3ccccc3)c(=O)c3[nH]cnc32)c1,/,-2.5,24.9,0.8,-1.0,1.0,0.6,-4.9,3.5,-1.9
CC(OC(=O)Cc1n[nH]c(=O)c2ccccc12)C(=O)Nc1ccccc1[N+](=O)[O-] (configuration not stated),0.2,-0.4,0.9,-1.1,2.4,-5.3,2.1,6.0,-1.8,-0.9
O=C(CC1CCCCC1)N1CCC(c2nc(-c3ccc(S(=O)(=O)N4CCCC4)cc3)no2)CC1,-3.0,0.3,3.8,-8.3,0.6,-7.8,2.1,-5.3,7.4,1.4
CCN(CC)S(=O)(=O)c1cc(NC(=O)Cc2ccc(S(=O)(=O)N3CCOCC3)s2)ccc1Cl,18.0,/,/,/,-0.7,16.4,1.8,-0.2,-9.3,-0.4

# Bioassay records: PubChem BioAssay, several laboratories
